D1 ag: human D1 receptor agonism; P21728; HEK293 T-REx D1 cells, calcium flux, agonist mode; activation, % at 2 µM; actives 1% (n = 360,000); AID 504660; in the data active = activation above about 30%; note: 0% is about no effect
Target sequence (P21728 whole entry, looked up): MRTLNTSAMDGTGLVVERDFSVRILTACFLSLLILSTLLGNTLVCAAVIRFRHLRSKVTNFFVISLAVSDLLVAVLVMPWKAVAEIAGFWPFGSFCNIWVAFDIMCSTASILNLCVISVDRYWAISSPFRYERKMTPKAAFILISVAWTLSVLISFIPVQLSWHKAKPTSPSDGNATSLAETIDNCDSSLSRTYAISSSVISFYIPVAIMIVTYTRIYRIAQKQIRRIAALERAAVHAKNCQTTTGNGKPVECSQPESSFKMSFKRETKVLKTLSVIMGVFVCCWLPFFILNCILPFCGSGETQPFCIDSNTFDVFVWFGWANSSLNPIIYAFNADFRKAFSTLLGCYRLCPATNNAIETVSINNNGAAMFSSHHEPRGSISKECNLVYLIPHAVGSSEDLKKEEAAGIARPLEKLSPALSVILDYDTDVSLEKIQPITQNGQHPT
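Agonism was scored from calcium flux recorded over 180 s (1 read/s) after pintool compound addition, following a 10-cycle baseline. Cells were inducible force-coupled HEK293 TREx D1, plated overnight at 30 C and loaded with no-wash calcium dye.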
TRHR PAM: allosterically enhances the human TRH receptor; P34981; TRHR cells, fluo-8 calcium fluorescence, EC20 TRH enhancement; enhancement, % at 2 µM; actives 0.66% (n = 360,000); AID 493056; in the data active = enhancement above about 30%; note: 0% is about no effect
Target sequence (P34981 whole entry, looked up): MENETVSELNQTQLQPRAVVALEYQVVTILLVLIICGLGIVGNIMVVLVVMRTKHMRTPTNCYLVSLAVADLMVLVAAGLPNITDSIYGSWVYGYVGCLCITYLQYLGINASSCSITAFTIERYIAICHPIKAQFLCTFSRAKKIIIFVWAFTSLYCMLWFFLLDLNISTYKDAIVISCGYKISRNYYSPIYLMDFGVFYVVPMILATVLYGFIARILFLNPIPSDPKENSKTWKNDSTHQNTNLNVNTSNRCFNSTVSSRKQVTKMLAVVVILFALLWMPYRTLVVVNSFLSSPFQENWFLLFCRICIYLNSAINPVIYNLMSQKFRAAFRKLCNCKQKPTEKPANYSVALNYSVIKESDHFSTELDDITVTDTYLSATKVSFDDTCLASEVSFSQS
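TRHR-expressing cells loaded with fluo-8 calcium dye were read kinetically (ex 480/em 530) during compound addition, then stimulated with an EC20 of TRH (10 nM final). Enhancement of the Gq-mediated intracellular calcium response was scored.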
D2 antag: D2 dopamine receptor (human) antagonism. P14416. HEK293 TREx D2 cells, calcium flux, dopamine EC80. inhibition, % at 10 µM. actives 2% (n = 340,000). AID 485344; in the data active = inhibition above about 30%; note: 0% is about no effect
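Measurement of antagonist activity uses fluorescent calcium dye in inducible HEK293 T-REx D2 cells: 10 s baseline, compound addition with 180 s read, EC80 dopamine addition with a further 180 s read.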
RXFP1 antagonist: RXFP1 (human) relaxin receptor antagonism; activity change, negative = inhibition, % at 57.5 µM; Q9HBX9; actives 0.59% (n = 350,000); AID 1259400; HEK293-RXFP1, relaxin-stimulated cAMP HTRF, 30 min; hits give low values;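 active = activity change of -60% or lower, but not beyond a set lower limit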; note: % is set by controls: 0 for no effect and ±100 for the full control effect
D1 PAM: enhances dopamine response at the human D1 receptor. P21728. HEK293 TREx D1 cells, calcium flux, dopamine EC20 potentiation. potentiation, % at 10 µM. actives 0.036% (n = 360,000); in the data active = potentiation above about 30%; note: 0% is about no effect
D2 agonist: D2 dopamine receptor (human) agonism | P14416 | HEK293 T-REx D2 cells, calcium flux agonist mode | activation, % at 2 µM | actives 0.53% (n = 340,000) | AID 485358;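 active = activation over 3 SD above normal in the single-dose calcium agonist read, cut at about 30% in these data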; note: 0% is about no effect
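Agonism scored from kinetic calcium signal (1 read/sec, 180 s) following compound pin transfer, after a 10 s baseline. Cells: HEK293 Trex line expressing inducible D2 receptor coupled to calcium, dye-loaded after overnight culture at 30 C.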
D1 antag: human D1 dopamine receptor antagonism; P21728; HEK293 TREx D1 cells, calcium flux, dopamine EC80; hits give low values; activity change, negative = inhibition, % at 10 µM; actives 3.2% (n = 360,000); AID 504652; in the data active = activity change below about -30%; note: % is set by controls: 0 for no effect and ±100 for the full control effect
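Antagonism measured as reduced calcium response to an EC80 dopamine addition following 180 s compound pre-read; cells were inducible HEK293 Trex D1 plated overnight at 30 C, read kinetically at 1 cycle/sec.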
D2 PAM: positively modulates the human D2 dopamine receptor allosterically; HEK293 T-REx D2, calcium flux, EC20 dopamine potentiation; potentiation, % at 10 µM; actives 0.34% (n = 340,000);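 active = potentiation over 3 SD above the plate norm, cut at about 30% in these data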; note: 0% is about no effect
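Calcium flux readout, no-wash dye, 1 read/s. Inducible HEK293 Trex D2 line, overnight 30 C. Compound alone 180 s (agonist flags), then EC20 dopamine, another 180 s to score potentiation.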
RXFP1 ag: RXFP1 (human) receptor agonism. Q9HBX9. HEK293T-RXFP1 cAMP TR-FRET, 30 min; response scale: percent of porcine relaxin response, buffer zero. Potency, µM (series often up to 57.5 µM), for inactives: at the top dose activation, usual class: activators. actives 0.3% (n = 370,000); active = well fitted activation curve with a large enough effect; note: potency is the fitted concentration of half-maximal effect; % is set by controls: 0 for no effect and ±100 for the full control effect; nearly all actives have a fitted effect of over 60% in size; many of its hits are not listed in these tables
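HEK293 cells stably expressing RXFP1, treated 30 min at 37C with compounds plus PDE4 inhibitor Ro 20174; cAMP measured by HTRF TR-FRET. Normalized to buffer and 29 nM porcine relaxin; EC50 by Hill fit.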
Active calls of the source: *; . = not tested or not shown; & = joins results of further samples; ! = repeats disagree.

SMILES	D1 ag	TRHR PAM	D2 antag	RXFP1 antagonist	D1 PAM	D2 agonist	D1 antag	D2 PAM	RXFP1 ag
CC(=O)c1ccc(OC(=O)N(c2ccccc2)c2ccccc2)cc1	3	0	1	-12	-9	0.2	12	17	1.9%
O=c1[nH]c2ccc(NC(=S)NC3CCCCC3)cc2[nH]1	-1	1	6	-9	0	0.6	13	-17	-1.2%
CCS(=O)(=O)NC(C)C(c1cccs1)N1CCN(c2ccc(OC)cc2)CC1 (stereo not drawn)	1	1	-7	-1	-2	1.3	3	-3	-0.7%
CN(C)Cc1cnc2ccc(Cl)cn12	2	-2	26	2	-1	-0.3	-2	-1	1.2%
COc1ccccc1/C=N/NC(=O)c1cccc(OC(F)(F)C(F)F)c1	4	5	.	-1	2	.	0	-22	0.4%
O=c1c2c([nH]c3ccc(Br)cc13)CCCC2	2	-5	2	15	-7	-1.2	-10	11	22%
Cc1nn(-c2ccc(C(=O)N3CCN(S(=O)(=O)c4ccccc4C(F)(F)F)CC3)cc2)c(C)c1Cl	2	-7	56*	5	1	74*	-2	-35	0.6%
FC(F)(F)c1cc(N2CCN(Cc3ccccc3)CC2)c2ccccc2n1	-1	9	2	-10	6	-1.1	8	-1	0.0%
Cc1nn(Cc2ccccc2)c(C)c1NC(=O)c1cc(-c2ccc3c(c2)OCO3)on1	6	-1	-3	22	0	-1.1	-19	2	0.2%
COC(=O)c1ccccc1S(=O)(=O)N(Cc1ccco1)Cc1cc2cc(OC)ccc2[nH]c1=O	0	-5	-22	-3	-1	-0.9	3	11	1.1%
Cc1ccc(-n2nc3c(c2NC(=O)C(C)(C)C)CSC3)c(C)c1	2	-10	-10	-1	2	0.0	4	-4	2.6%
COc1ccccc1NC(=O)CSc1nnnn1C1CCCCC1	1	1	23	-11	-6	-0.6	0	-8	4.0%
COc1cc(/C=N/NC(=O)c2ccncc2)ccc1OC(=O)c1cccc(Br)c1	9	6	-33	-72*	-6	0.2	5	11	-2.5%
COn1cnnc1-c1ccccc1	2	-6	4	3	-1	0.9	5	-2	1.8%
CCOc1ncccc1C(=O)OCC(=O)Nc1ccc(C)c(S(=O)(=O)N2CCOCC2)c1	1	-4	2	-1	0	-0.6	-16	9	0.9%
CCSc1nc(CC)c2c(c1C#N)CCCC2	2	-5	-2	-20	7	56*	21	-19	5.7%
Cc1ccc(CCNC(=O)CN2N=C(c3ccc(C)cc3)CCC2=O)cc1	-4	2	.	2	-1	0.1	-6	-9	-0.7%
O=C(c1ccccc1)c1cnc(-c2ccccc2)s1	3	4	12	-12	-7	0.0	-11	-5	11%
COc1cc(/C=N/NC(=O)c2cccc(S(=O)(=O)N3CCCCC3)c2)cc(Br)c1O	4	8	13	14	-4	0.1	-11	-5	3.5%
O=C(OCc1nnc(-c2ccccc2)o1)C1CCN(S(=O)(=O)c2cccs2)CC1	5	-5	18	1	-4	0.6	-15	1	1.1%
Cc1cc(N2CCC(C)CC2)nc2ccc(NC(=O)CCC(=O)N3CCN(c4cccc(C(F)(F)F)c4)CC3)cc12	1	-4	.	-7	2	-0.9	-1	.	3.9%
COc1cc(Cl)c(NS(=O)(=O)c2ccc(-c3coc(C)n3)cc2)c(OC)c1	15	-4	.	.	-6	-0.1	-28	16	0.0%
COc1cc(NC(=S)Nc2ncccc2C)cc(OC)c1OC	2	16	-4	-4	-19	0.9	-5	-2	-1.7%
Cn1c(=O)c2c(nc(SCCN3CCOCC3)n2Cc2cccc3ccccc23)n(C)c1=O	2	6	.	-5	-4	.	7	.	6.0%
Nc1nc(-c2ccccc2)c(N=Nc2ccc(Cl)cc2)s1	4	3	-12	3	-8	0.3	-20	-7	0.6%
COc1ccc(C2C(=O)N(C3CCCCCC3)CC(=O)N2Cc2ccc(C)cc2)cc1 (stereo not drawn)	-2	1	.	3	-2	1.2	-26	-9	-0.1%
O=C(O)c1c(-c2ccccc2)c2oc3ccccc3c2[nH]c1=O	1	3	4	-5	2	-0.7	1	9	7.9%
CCC(CC)NC(=O)CO/N=C/c1ccc(Cl)cc1Cl	8	0	-12	4	-8	-0.8	-10	8	4.0%
Cc1ccc(OCc2nnc(SCC(=O)Nc3ccc(N4CCOCC4)cc3)o2)cc1	1	6	-13	2	-1	0.3	2	25	-0.7%
O=C(CC(=O)c1ccccc1O)c1ccc(F)cc1	8	-8	-13	-35	-4	1.7	-3	-11	3.5%
O=C(Nc1cccnc1Cl)c1cc2ccccc2o1	0	-1	-3	0	3	1.6	4	6	-2.2%
Cc1ccc(-n2ncc3c(N4CCC(Cc5ccccc5)CC4)ncnc32)cc1	-1	-6	.	-5	3	-0.4	11	-16	-0.2%
Cc1ccc(S(=O)(=O)NCc2nc3nc(C)cc(C)n3n2)c(C)c1	4&1	2&9	-22	-10&0	-8&0	1.1&-0.2	-65*!	2&-7	0.7%&0.0%
S=C(Nc1cccnc1)Nc1ccccc1Br	3	2	9	0	-3	0.5	6	-7	3.6%
CCOC(=O)CN1C2=NCCCN2c2ccccc21	2	15	-23	-8	0	-0.3	-14	8	3.7%
COc1ccc(OC)c(NC(=O)c2ccc3c(SCC(=O)O)c4c(nc3c2)CCCC4)c1	0	-2	.	.	0	0.0	-5	11	-2.2%
Cc1ccc2nc(SCC(=O)c3ccccc3)nc(=O)n2c1	3	-5	5	22	9	-0.7	-18	9	8.1%
Cc1cc(N2CCN(c3ccccc3F)CC2)n2cnnc2n1	4	2	.	9	0	0.3	-8	-3	8.9%
Cc1ccc2c(C(=O)CN3CCN(C4CCCCC4)CC3)c(C)[nH]c2c1	3	12	-7	-6	-2	-0.2	2	13	0.1%
Cc1cc(C)c(S(N)(=O)=O)c(C)c1-n1cnnn1	0	-1	2	-8	-4	-0.2	-7	11	0.5%
CCN(CC(=O)Nc1ccc2c(c1)OCCO2)S(=O)(=O)c1ccc(C)cc1	-1	7	3	14	-5	0.0	-1	6	-3.6%
COCCN(C(=O)COC(=O)c1cnc(C)cn1)c1c(N)n(Cc2ccccc2)c(=O)[nH]c1=O	2	3	-11	-3	5	0.2	-12	5	1.8%
O=C(O)c1ccccc1C(=O)Nc1ccccc1[N+](=O)[O-]	2	6	7	12	-4	-1.0	9	-3	2.0%
CC(C)(C)C1CCc2onc(C(=O)N3CCOCC3)c2C1 (stereo not drawn)	3	1	-9	3	1	-3.2	1	-9	1.2%
COc1cc(S(=O)(=O)Nc2ccccc2C(=O)N2CCCC2)ccc1NC(C)=O	6	4	.	-8	-5	.	3	.	0.4%

An excerpt from above in order of their number in D2 antag, descending:
mol | D1 ag | TRHR PAM | D2 antag | RXFP1 antagonist | D1 PAM | D1 antag | D2 PAM
Cc1ccc2nc(SCC(=O)c3ccccc3)nc(=O)n2c1 | 3 | -5 | 5 | 22 | 9 | -18 | 9
O=C(Nc1cccnc1Cl)c1cc2ccccc2o1 | 0 | -1 | -3 | 0 | 3 | 4 | 6
COCCN(C(=O)COC(=O)c1cnc(C)cn1)c1c(N)n(Cc2ccccc2)c(=O)[nH]c1=O | 2 | 3 | -11 | -3 | 5 | -12 | 5
CCOC(=O)CN1C2=NCCCN2c2ccccc21 | 2 | 15 | -23 | -8 | 0 | -14 | 8

A different layout for some results above.
Cc1nn(-c2ccc(C(=O)N3CCN(S(=O)(=O)c4ccccc4C(F)(F)F)CC3)cc2)c(C)c1Cl
- D1 ag: 2
- TRHR PAM: -7
- D2 antag: 56*
- RXFP1 antagonist: 5
- D1 PAM: 1
- D2 agonist: 74*
- D1 antag: -2
- D2 PAM: -35
- RXFP1 ag: 0.6%

O=c1[nH]c2ccc(NC(=S)NC3CCCCC3)cc2[nH]1
- D1 ag: -1
- TRHR PAM: 1
- D2 antag: 6
- RXFP1 antagonist: -9
- D1 PAM: 0
- D2 agonist: 0.6
- D1 antag: 13
- D2 PAM: -17
- RXFP1 ag: -1.2%

Remaining list, next part
SMILES	D1 ag	TRHR PAM	D2 antag	RXFP1 antagonist	D1 PAM	D2 agonist	D1 antag	D2 PAM	RXFP1 ag
CCCCn1c(N)c(N(CC(C)C)C(=O)CSCc2c(C)noc2C)c(=O)[nH]c1=O	2	-2	29	-5	-4	-0.5	10	-10	0.4%
Cc1ccc(CN2COc3cc(C)c4c(oc(=O)c5ccccc54)c3C2)cc1	0	6	.	-1	0	0.1	3	-8	0.9%
O=[N+]([O-])c1cccc(S(=O)(=O)Nc2ccc(Cc3ccncc3)cc2)c1	9	1	13	-1	-14	0.1	-11	1	0.8%
Cc1ccc(CNC(=O)C(C)n2c(=O)cc(-c3ccccc3)c3c(C)nn(C)c32)cc1 (stereo not drawn)	1	2	.	-21	-3	-0.6	24	19	-2.2%
COc1ccc(NS(=O)(=O)c2cc(NC(=O)C3CCCO3)ccc2N2CCCCC2)cc1 (stereo not drawn)	2	-4	8	-24	2	0.2	6	-21	-0.9%
COC(=O)c1cc2oc3ccccc3c2n1Cc1nc(-c2cccc(Cl)c2)oc1C	4	9	.	-6	-5	-0.7	-3	0	2.0%
Cc1ccc(C)c(NC(=O)Cc2csc(-c3ccccc3)n2)c1	0	-6	-1	16	-5	-0.8	17	-3	0.1%
CCOC(=O)CSc1n[nH]c(NC(=O)c2ccccc2)n1	3	-1	-33	20	4	0.2	-5	-7	-0.6%
Cc1ccc(S(=O)(=O)Nc2ccc(C(=O)NCc3cccnc3)cc2)cc1	1	0	-3	3	-8	0.0	-15	4	0.2%
CCC(CC)C(=O)Nc1cc(NC(=O)C(CC)CC)cc(C(=O)O)c1	2	5	-7	7	-5	0.5	5	-1	0.3%
COc1ccc(CC(=O)Nc2ccc(-c3nc4ccccc4s3)cc2Cl)cc1	5	1	.	-8	-3	0.1	7	4	5.6%
O=C(N/N=C/c1cc([N+](=O)[O-])ccc1O)c1cccc2ccccc12	2	2	6	.	-3	-1.8	3	9	-1.2%
COC(=O)c1cc(C(=O)OCC(=O)NC(=O)NCc2ccccc2)cc([N+](=O)[O-])c1	1	6	22	-1	.	-0.2	-29	-9	0.7%
COc1ccc(OC)c(NC(=O)c2c(NCc3ccc(C)o3)sc3c2CCC(C)C3)c1 (stereo not drawn)	1	0	.	-24	-5	0.9	10	18	2.6%
O=[N+]([O-])c1cc(S(=O)(=O)N2CCOCC2)ccc1N1CCCC1	1	8	26	1	6	1.7	-31*	1	0.2%
COc1ccc(C(C)(C)C)cc1NC(=O)c1cncc(Br)c1	0	-2	-18	-17	5	-0.7	-11	-1	0.7%
CCN(CCCn1c(SCC#N)nc2ccccc2c1=O)c1ccccc1	3	-3	8	5	0	-0.8	9	-13	0.8%
COc1ccc(Cl)cc1NC(=O)CSc1nc(=O)n(Cc2ccco2)c2c1CCC2	-1	13	.	.	1	0.7	.	-4	-1.0%
NCc1ccc2[nH]c(=O)[nH]c2c1	5	-1	12	-16	1	2.8	13	7	0.1%
CC(=O)c1sc(N/N=C/c2ccc(C(C)C)cc2)nc1C	4	1	3	-15	-3	1.5	-11	2	-2.4%
CCc1ccccc1Nc1nc(N)nc(COC(=O)CCNS(=O)(=O)c2ccccc2)n1	6	1	-19	-5	-3	-0.2	9	2	-0.3%
C[C@]12CCC3c4ccc(OCC(=O)O)cc4CCC3C1CCC2=O (stereo partly drawn)	3	28	5	0	4	1.4	-14	-14	-2.7%

These rows are one share of the data; count on the stated rates, not on these rows.
